# Screens deposited in PubChem BioAssay by several laboratories.
# Rab7 wt GTP bind = dog Rab7 wildtype GTP binding, inhibitors and activators; 0.055% of 190,000 active; GST-Rab7 beads, fluorescent GTP binding, flow cytometry; actives lie on both sides; untreated = 100%, excess cold GTP = 0%; GTP binding activity (percent of control), % at 10 µM;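 active means fluorescent GTP binding to Rab7 beads changed by at least 20 points from the 100% baseline, either direction, mostly lower; inconclusive means compound itself probably fluorescent, or too few beads counted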;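 further: median green fluorescence of bound Bodipy-FL-GTP per Rab7 bead population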
# HRas wt GTP = human HRas wildtype GTP binding, change in either direction; P01112; GST-Ras wt beads, Bodipy-FL-GTP binding, flow cytometry; actives lie on both sides; GTP binding activity, % at 10 µM; 0.14% of 190,000 active;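 active means GTP binding activity at least 20% away from the 100% baseline, either lowered as inhibitor or raised as activator; inconclusive means flagged as likely green fluorescent, judged across all proteins in the well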;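 further: 0% = unlabeled GTP competition control and 100% = no-compound control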
# Mcl1 Noxa PPI = Mcl-1/Noxa interaction inhibition; inhibition, % at 21.7 µM; AID 1022; 1.5% of 220,000 active; Q07820; TR-FRET Mcl-1/Noxa peptide binding, 2 h;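 active means compounds that cut the protein-peptide binding signal by more than 50% relative to plate controls in a single-dose test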;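 further: His-tagged Mcl-1 with rhodamine Noxa BH3 peptide and terbium anti-His antibody; 0% = Mcl-1 plus Noxa peptide wells and 100% = peptide-only wells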
# Target sequence (Q07820 whole entry, looked up): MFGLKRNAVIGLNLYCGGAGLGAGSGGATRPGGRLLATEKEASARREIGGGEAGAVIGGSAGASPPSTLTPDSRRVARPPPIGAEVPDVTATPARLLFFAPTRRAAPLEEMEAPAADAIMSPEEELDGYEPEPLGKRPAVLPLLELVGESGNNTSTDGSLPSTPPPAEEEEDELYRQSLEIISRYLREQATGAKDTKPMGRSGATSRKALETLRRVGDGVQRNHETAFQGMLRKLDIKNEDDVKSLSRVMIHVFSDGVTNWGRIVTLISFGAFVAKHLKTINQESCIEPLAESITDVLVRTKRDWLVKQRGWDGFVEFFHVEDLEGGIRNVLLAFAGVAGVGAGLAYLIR
# Pf gamet viab = kills late stage P. falciparum gametocytes. P. falciparum stage V gametocytes, ATP luminescence, 24 h. inhibition, % at 10.9 µM. 0.065% of 150,000 active;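 active means inhibition above the mean plus 3 SD of compounds within the control limits, set per campaign, cut at about 38% in these data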;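 further: 0% = DMSO wells and 100% = medium only without gametocytes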
# Rac1 wt modul = modulators of human Rac1 wildtype GTP binding | AID 757 | GST-Rac1 beads, fluorescent GTP binding, flow cytometry; actives lie on both sides; 0 = cold GTP competed, 100 = untreated | P63000 | GTP binding activity (% of control), % at 10 µM | 0.27% of 190,000 active;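 active means GTP binding activity at least 20 points away from the 100% control level, either lower or higher; inconclusive means compound flagged as likely green fluorescent, judged across all proteins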
# Mcl-1 Bim block = human Bim-Mcl-1 interaction inhibition; Q07820; Bead-based flow cytometry, Bim peptide-Mcl-1 binding; inhibition, % at 10 µM; 0.1% of 190,000 active; in the data active means inhibition above about 40%;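 further: 0% = no compound tracer wells and 100% = peptide blocker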
# Rab2A wt mod = changes GTP binding to wildtype dog Rab2A, up or down. GST-Rab2 wt beads, Bodipy-GTP binding, flow cytometry. GTP binding activity, % at 10 µM. AID 760. P61105. 0.19% of 190,000 active;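 active means GTP binding activity at least 20 points away from 100%, either lowered or raised; inconclusive means signal likely due to the compound's own green fluorescence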;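 further: 0% = beads with excess unlabeled GTP and 100% = no-compound control corrected for plate trend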
# RGS8-Gao reg = human RGS8-Galphao interaction regulation | response (percent of control binding), % at 10 µM | 0.34% of 220,000 active | multiplexed bead flow cytometry, RGS8-Galphao binding; actives lie on both sides | P09471; in the data active means response below about 60% or above about 140%; inactive means in between;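 further: Galphao activated as the GDP aluminium fluoride complex binding bead-coupled RGS8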
# Target sequence (P09471 whole entry, looked up): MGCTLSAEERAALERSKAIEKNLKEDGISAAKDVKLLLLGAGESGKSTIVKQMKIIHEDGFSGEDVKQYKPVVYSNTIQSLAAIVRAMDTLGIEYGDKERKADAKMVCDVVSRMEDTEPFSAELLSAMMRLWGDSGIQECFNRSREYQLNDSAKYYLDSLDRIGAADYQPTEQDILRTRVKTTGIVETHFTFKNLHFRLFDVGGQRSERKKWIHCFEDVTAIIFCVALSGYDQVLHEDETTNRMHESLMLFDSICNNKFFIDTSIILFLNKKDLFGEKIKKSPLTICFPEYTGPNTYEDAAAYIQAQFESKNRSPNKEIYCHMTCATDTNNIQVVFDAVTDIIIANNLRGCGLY
# Mcl1 Bid PPI = disrupts binding of human Mcl-1 to Bid peptide. Q07820. TR-FRET Mcl-1/Bid-Dy647 peptide binding, 1536-well. inhibition, % at 21.7 µM. 0.97% of 220,000 active. AID 1021;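 active means compounds that cut the binding signal by more than half at the single screening dose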;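 further: His-tagged Mcl-1 with europium anti-His antibody binding Bid BH3 peptide; 0% = Mcl-1 plus peptide wells and 100% = peptide-only wells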
# Cdc42 wt = human Cdc42 wildtype GTP binding change, either direction. P60953. GST-Cdc42 beads, Bodipy-GTP binding, flow cytometry; actives lie on both sides. percent activity (GTP binding), % at 10 µM. 0.2% of 190,000 active. AID 761;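 active means percent activity GTP binding at least 20 points away from the 100% baseline, either down as inhibitor or up as activator; inconclusive means compound flagged as likely green fluorescent from well-wide comparison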;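 further: median bead fluorescence of bound Bodipy-FL-GTP at 100 nM; 0% = excess unlabeled GTP control and 100% = no compound control; below 100% means less GTP binding so inhibitor and above means activator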
# Target sequence (P60953 whole entry, looked up): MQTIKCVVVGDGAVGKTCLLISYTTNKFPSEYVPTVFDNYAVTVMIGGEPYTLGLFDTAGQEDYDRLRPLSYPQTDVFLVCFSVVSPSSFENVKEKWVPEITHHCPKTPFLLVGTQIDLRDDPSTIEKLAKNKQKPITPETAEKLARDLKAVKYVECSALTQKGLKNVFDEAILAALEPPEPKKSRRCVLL
# Rac1 mut GTP = alters GTP binding to activated mutant human Rac1; GST-Rac1 activated beads, fluorescent GTP binding, flow cytometry; actives lie on both sides; 100% means binding = to untreated wells; percent activity (GTP binding), % at 10 µM; 0.11% of 190,000 active; P63000;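 active means GTP binding at least 20 percentage points away from the 100% baseline, in either direction, so actives lie on both sides; inconclusive means Compound likely fluorescent itself, or too few beads counted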
# Numbers without * were called inactive; ? = inconclusive; . = not tested or not shown.
Structure,Rab7 wt GTP bind,HRas wt GTP,Mcl1 Noxa PPI,Pf gamet viab,Rac1 wt modul,Mcl-1 Bim block,Rab2A wt mod,RGS8-Gao reg,Mcl1 Bid PPI,Cdc42 wt,Rac1 mut GTP
CCOc1ccc(-n2cc(C(=O)c3cc(Cl)ccc3O)cc(C#N)c2=O)cc1,95,96,15,-14,99,4,98,97,-16,92,93
C/C(=C\c1ccccc1)C(=O)Nc1nccs1,100,92,11,-6,91,-1,94,99,-23,90,91
O=C(c1ccc(Cl)nc1)N1CCN(C/C=C/c2ccccc2)CC1,100,96,9,11,100,0,97,97,-41,96,93
O=C(CCS(=O)(=O)c1ccccc1)Nc1ccc2c(c1)C(=O)NC2=O,103,96,-21,-22,97,0,95,107,-9,93,96
CN(C)S(=O)(=O)c1ccc(NC(=O)c2cc(-c3cccs3)nc3ccccc23)cc1,101,100,-2,-32,103,0,101,101,-30,98,99
Nc1nc(SCC(=O)N2CCCCCC2)[nH]c(=O)c1NC(=O)c1ccco1,104,98,4,.,99,-5,99,108,-9,98,98
COC(=O)c1cccc(NC(=S)Nc2cccc(Cl)c2C)c1,98,99,-24,10,102,-4,98,96,-35,101,100
CCOC(=O)c1sc(NC(=O)C(C)Sc2nc(N)cc(=O)[nH]2)nc1C (stereo not given),106,99,9,6,97,1,99,104,-33,98,95
CN(C)S(=O)(=O)c1cc(NC(=O)COC(=O)Cc2ccc(Cl)cc2Cl)ccc1Cl,106,101,13,.,102,-4,102,83,-1,101,101
CCCOc1ccc(CCc2n[nH]c(=S)n2Cc2ccccc2)cc1,105,102,17,.,102,-6,102,99,-37,103,96
C=C(C)Cn1c(SCC(=O)O)nnc1-c1ccc(C(C)(C)C)cc1,96,94,1,.,99,0,92,103,-21,93,94
CC(CN1CCOCC1)OC(=O)c1ccccc1Br (stereo not given),?,?,5,.,?,1,?,99,-9,?,?
O=C1CCCN1CCCNC(=S)Nc1ccc(F)c(Cl)c1,95,97,-1,-20,100,-6,94,103,-14,97,96
N#C/C(=C\c1ccc([N+](=O)[O-])cc1)c1ccccn1,98,97,1,9,98,-4,98,97,11,99,95
Cn1c(C(O)c2ccccc2F)nc(Cl)c1Cl (stereo not given),98,98,12,11,96,0,96,101,-33,98,95
COc1cc2cc(C(c3nnnn3C3CCCC3)N3CCCCC3)c(=O)[nH]c2cc1OC (stereo not given),104,101,-8,9,104,-7,105,102,6,101,100
O=C(COC(=O)c1ccccc1-c1ccccc1[N+](=O)[O-])c1ccccc1,94,99,-5,.,104,-1,99,100,0,100,100
COc1cc2[nH]c(=S)nc(NCCc3ccc(S(N)(=O)=O)cc3)c2cc1OC,81,35*,59*,-4,40*,38,37*,103,-55,32*,61*
O=C(N/N=C/c1ccc(OC(F)F)cc1)c1ccc(CSc2nc3ccccc3[nH]2)cc1,98,98,9,-4,103,1,97,101,-10,99,100
COc1cccc(/C=N/n2c(N)c(S(=O)(=O)c3cccs3)c3nc4ccccc4nc32)c1,?,?,-31,34,?,6,?,101,12,?,?
O=C(Cc1ccccc1)Nc1nc2ccccc2[nH]1,?,?,15,5,?,-2,?,101,-4,?,?
O=C(/C=C/c1ccccc1)Nc1ccc(Br)cn1,96,95,-4,.,99,-3,96,99,-10,93,98
N#Cc1c(NC(=O)CCCN2C(=O)c3ccccc3C2=O)oc(-c2ccccc2)c1-c1ccccc1,95,100,-2,.,103,-3,97,98,-3,103,99
Oc1ccccc1N1CCN(C(=S)NCc2ccccc2)CC1,104,99,17,1,103,5,97,100,-60,94,96
CC1CCCCC1NC(=O)CN1C(=O)NC(C)(c2ccc(OC(F)F)cc2)C1=O (stereo not given),97,99,-1,.,99,1,98,98,-48,100,97
CCOc1ccccc1NC(=O)C1C2C=CC(O2)C1C(=O)O (stereo not given),97,93,2,.,94,0,92,100,-15,91,92
C=CCn1c(SCc2ccc(Cl)cc2)nc2cc(C(=O)N3CCC(C(N)=O)CC3)ccc2c1=O,102,98,17,5,102,-6,99,105,-7,98,100
CCOC(=O)c1c(CC(C)C)csc1NC(C)=O,102,104,12,.,119,3,103,99,-22,112,102
CCC(=O)Nc1sc(C(=O)Nc2ccccc2F)c(C)c1C(=O)OC,96,95,6,-16,99,0,96,102,-28,97,97
Cc1nn(-c2ccc(Cl)cc2Cl)c(C)c1C(=O)O,?,?,2,.,?,-3,?,83,-13,?,?
CCOC(=O)c1c(NC(=O)CN2C(=O)CN(C)C2=O)sc(C)c1C,100,96,13,.,89,-4,95,102,-19,90,95
CCCOc1ccc(C(=O)C(CN2CCOCC2)c2ccccc2)cc1 (stereo not given),100,104,26,-15,105,2,101,102,18,102,96
COCCCN=CC1=C(O)CC(C)(C)CC1=O,105,105,-16,31,108,0,110,98,-10,108,102
Cc1ccc(S(=O)(=O)NC(CC(N)=O)C(=O)O)cc1 (stereo not given),102,101,8,15,101,-3,100,100,15,99,98
CC1CCc2nn(CC(=O)NCCN3CCCCC3C)cc2C1 (stereo not given),102,99,11,.,103,-5,98,101,-15,100,97
O=C(N/N=C/c1ccncc1)c1ccc2c(c1)OCO2,104,96,11,17,99,-2,99,101,4,99,96
CC(C)(C)c1ccc(/C=C(\C#N)C(=O)NCCN2CCOCC2)cc1,98,97,8,-47,99,-2,97,100,-32,98,97
CCCc1nnc(SCC(=O)Nc2ccc(OC)cc2)n1N,99,103,-13,12,106,-6,101,99,14,103,100
O=C(c1ccncc1)N1CCN(c2ccc(F)cc2)CC1,95,98,-7,17,100,1,97,101,-51,99,96
Cc1ccc(N(C(=O)Cn2nnc3ccccc32)C(C(=O)NCc2ccco2)c2ccc(C)o2)cc1 (stereo not given),97,100,3,-1,104,0,99,99,-19,101,100
O=C(NCc1cccnc1)C(=O)NCC1OCCN1S(=O)(=O)c1ccc(F)cc1 (stereo not given),96,99,12,.,105,-2,102,89,2,100,98
O=C(O)C1Cc2ccccc2CN1C(=O)COc1ccc(Cl)cc1 (stereo not given),97,92,-1,.,93,0,95,100,-16,93,92
O=C(CCN1C(=O)c2ccccc2C1=O)N1CCN(C2c3ccccc3-c3ccccc32)CC1,102,101,6,.,102,-2,102,103,0,102,99
c1ccc(-c2csc3ncn4nnnc4c23)cc1,103,103,2,.,102,0,102,101,-39,103,97
CCN1CCN(c2cc3c(nn2)Oc2ccccc2N3C)CC1,102,102,36,-8,104,0,99,105,2,102,98
CC(C)OCCCNC(=O)C(NC(=O)c1ccc(Cl)cc1)C(C)C (stereo not given),91,93,1,-22,96,8,94,106,-18,95,95
CCCCNC(=O)N(O)C1N(CCCC)C(=O)N(CC(=O)OC)C1(C)C (stereo not given),100,100,-11,10,102,-2,99,99,-19,99,97
CCCCOc1ccc(-c2nnc(N)s2)cc1,104,100,-5,10,103,-5,97,96,-1,98,99
CN(C)/C=C/C(=O)c1ccc(Cl)s1,96,95,22,-4,97,-5,95,92,-34,98,94
Cc1nnc(SCC(=O)N2CCCCC2)s1,101,104,-6,-5,114,-5,102,99,-9,108,101

# Further compounds
Structure,Rab7 wt GTP bind,HRas wt GTP,Mcl1 Noxa PPI,Pf gamet viab,Rac1 wt modul,Mcl-1 Bim block,Rab2A wt mod,RGS8-Gao reg,Mcl1 Bid PPI,Cdc42 wt,Rac1 mut GTP
CCOc1cccc(/C(O)=C2/C(=O)C(=O)N(CCOC)C2c2ccc(C)o2)c1 (stereo not given),102,101,13,-1,101,1,100,100,-71,104,100
CN1/C(=c2/s/c(=C3/C(=O)N(c4ccccc4)NC3=Nc3ccccc3)n(C)c2=O)C(C)(C)c2ccccc21,104,101,10,.,106,-7,105,103,-29,103,99
Cc1ccc(Nc2ccccc2N)cc1,93,98,31,-8,102,0,98,98,-34,99,98
Cc1c(C(=O)NCCC2=CCCCC2)oc2ccc(S(=O)(=O)N3CCOCC3)cc12,103,105,4,8,108,2,102,99,-20,105,102
COc1ccccc1C(c1nnnn1Cc1ccccc1)N1CCC(C(N)=O)CC1 (stereo not given),97,99,26,-23,109,-1,96,104,26,101,99
COCCCN1C(=O)C(=O)/C(=C(/O)c2ccccc2)C1c1ccc2c(c1)OCO2 (stereo not given),103,103,8,.,104,0,102,100,-7,104,102
COc1ccc(N2CCN(CC(=O)Nc3ccc(SC(F)F)cc3)CC2)cc1,100,98,32,11,100,-3,99,105,-43,97,97
Cc1noc(NS(=O)(=O)c2ccc(NC(=O)C34CCC(CC3)C4)cc2)c1C,100,103,13,.,109,0,101,100,-12,102,98
Cc1cc(-c2ccc(/C=N/n3cnnc3)o2)c([N+](=O)[O-])cc1C,100,97,-97,.,99,2,96,102,-13,97,98
C=CCSC1=C(C#N)C(c2ccc(C(C)C)cc2)CC(=O)N1 (stereo not given),101,100,9,.,102,-1,102,97,-11,102,100
CCOC(=O)c1cc2c(C)n(-c3ccc(OCC)cc3)c(C)c2cc(C(=O)OCC)c1=O,101,104,27,-2,107,-2,102,101,-18,106,103
COc1ccccc1Nc1nc(-c2cccc([N+](=O)[O-])c2)nc2ccccc12,95,102,16,11,109,-1,103,104,8,101,102
COc1ccc(CNc2nc3nc(C)c(Cl)c(=O)n3[nH]2)cc1OC,95,98,11,.,98,-2,99,101,-12,98,96
O=C(COC(=O)c1c2c(nc3ccccc13)CCCC2)c1ccc(Br)s1,101,100,0,10,102,-4,98,102,-21,94,98
O=C(NCCc1ccc2c(c1)OCCO2)c1cccc(F)c1,100,101,20,.,102,-5,99,104,-4,99,98
CCOc1ccc(CCNc2ccc3nnc(-c4ccccc4)n3n2)cc1OCC,88,74*,9,.,76*,14,76*,99,22,79*,89
COCCCN1CN=C(Nc2nc3ccccc3o2)NC1,108,102,8,11,102,0,102,98,-29,100,101
CC(Cl)C(=O)NN=C(c1ccccc1)c1ccccc1 (stereo not given),108,102,9,22,104,0,105,98,-20,102,99
COc1ccc2c(c1OC)C(=O)N1c3ccccc3COC21 (stereo not given),101,104,-3,.,108,1,101,101,1,103,102
C=CCN1C(=O)/C(=C\c2ccc(C)cc2)N=C1SCC(=O)NCCC,101,104,-31,.,101,-6,105,100,-7,105,101
Cc1cc2cc(C(c3nnnn3Cc3ccccc3)N3CCc4ccccc43)c(=O)[nH]c2cc1C (stereo not given),94,97,-31,9,98,0,94,104,-56,97,95
CCOCCCNC(=O)/C(C#N)=C/c1cc(C)c(O)c(C)c1,104,101,-10,19,101,0,99,102,-34,98,96
